Myeloid diff 2 – induction of myeloid progenitor differentiation, primary screen, cell-based, flow cytometry, MLPCN library; 360,000 tested, 1% active; calls only at 10 µM; ER-HoxA9 myeloid progenitors, lysozyme-GFP differentiation; AID 624256, 2012;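 active = normalized GFP-positive differentiation at or above the plate's own cutoff, the solvent-only control mean plus 3 SD; inconclusive = no clear call, values can overlap the other calls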;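 also: cells exposed to compound for four days before flow analysis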
KOR beta-arrestin-1 – KOR agonists, beta-arrestin recruitment, primary screen, cell-based, luminescence, uHTS (AID 1777). Kappa-type opioid receptor (Homo sapiens). KOR beta-arrestin recruitment, luminescence; higher % means a stronger effect. activation, % at 10 µM; hits with a dose series show EC50 in µM. 280,000 tested, 0.02% active; in the data active = activation above about 50%, passing the limit was not always enough; also: a part of the inactive calls stands beside numbers as strong as those of hits
KOR beta-arrestin-2 – KOR antagonists, beta-arrestin recruitment, cell-based, luminescence, uHTS (AID 1778). KOR beta-arrestin recruitment, luminescence, antagonist mode; higher % means a stronger effect. 290,000 tested, 0.091% active. inhibition, % at 10 µM; hits with a dose series show IC50 in µM. Kappa-type opioid receptor (Homo sapiens); also: strong numbers were not always called active
GPR55 activation – GPR55 agonists via beta-arrestin recruitment, primary screen, imaging, U2OS cells, beta-arrestin-GFP redistribution (AID 1961) | G-protein coupled receptor 55 (Homo sapiens) | U2OS GPR55 beta-arrestin-GFP redistribution imaging; higher % means a stronger effect | one-dose activation, % at 10 µM; EC50 in µM for titrated hits | 290,000 tested, 0.048% active;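 active = activation above 40% with more than 50 cells counted in the well; inconclusive = wells holding fewer than 50 cells, flagged as toxic or sparse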;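 also: U2OS osteosarcoma cells stably expressing GPR55 and beta-arrestin-GFP; plate controls were DMSO negative control for no effect and LPI positive control for full effect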
HIV fusion peptide – inhibitors of HIV fusion peptide binding, primary screen, biochemical, uHTS, fluorescence dequenching (AID 1986); inhibition, % at 20 µM, or IC50 in µM where a hit was titrated; 290,000 tested, 0.3% active; cell-free peptide binding, fluorescence dequenching, 30 min; higher % means a stronger effect; in the data active = inhibition mostly above about 52%, no sharp cut-off; inactive = mostly below about 76%; also: some results filed as inactive read as strong as hits
NOD1 NF-kB reporter – NOD1 signaling inhibitors, primary screen, cell-based, luminescence, uHTS (AID 1578) | inhibition, % at 4 µM; hits with a dose series show EC50 in µM | NOD1-driven NF-kB luciferase reporter cells, luminescence; higher % means a stronger effect | 290,000 tested, 1% active; in the data active = inhibition mostly above about 36%, no sharp cut-off; inactive = mostly below about 34%;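 also: HEK-293T reporter cells stimulated with the NOD1 agonist gamma-tri-DAP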
HEK293 NOD2/NF-kB – NOD2 signaling inhibitors, cell-based, luminescence, uHTS, HEK293 (AID 1566). 290,000 tested, 0.63% active. one-dose inhibition, % at 4 µM; EC50 in µM for titrated hits. HEK293 NOD2/NF-kB luciferase reporter, luminescence; higher % means a stronger effect; also: many of its hits are not listed in these tables
GPR55 antagonists – GPR55 antagonists blocking LPI-driven arrestin recruitment, primary screen, imaging, U2OS, beta-arrestin-GFP, LPI agonist (AID 2013); G-protein coupled receptor 55 (Homo sapiens); U2OS GPR55 beta-arrestin-GFP translocation imaging, LPI antagonism; higher % means a stronger effect; inhibition, % at 10 µM; hits with a dose series show IC50 in µM; 290,000 tested, 0.13% active;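 active = spots per cell inhibited over 60%, with over 100 cells counted and total cytoplasm intensity under 500,000; inconclusive = wells with under 100 cells, flagged as likely toxic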;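 also: U2OS cells stably carrying GPR55 and arrestin-GFP stimulated by 5 µM LPI near EC80; imaged beta-arrestin-GFP aggregate spots per cell after agonist stimulation; plate controls were LPI-stimulated DMSO wells for no effect and DMSO wells without LPI for full effect; some results filed as inactive read as strong as hits; confirmed hits need IC50 under 10 µM and bright autofluorescent wells are also inconclusive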
GPR35 arrestin U2OS – GPR35 antagonists blocking zaprinast-driven arrestin recruitment, primary screen, imaging, U2OS, beta-arrestin-GFP, zaprinast agonist (AID 2058); U2OS GPR35 beta-arrestin-GFP translocation imaging, zaprinast antagonism; higher % means a stronger effect; inhibition, % at 10 µM, or IC50 in µM where a hit was titrated; 290,000 tested, 0.052% active;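 active = inhibition of at least 50% with at least 30 cells and total cytoplasm GFP at most 10,000,000; inconclusive = under 30 cells or total GFP of 10,000,000 plus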
Myeloid diff 2 GFP+ MAC1+ % – recorded beside Myeloid diff 2, whose call it bears; GFP+ MAC1+ double positive, %; measured here: differentiation confirmed by MAC1 staining
An asterisk follows results filed as active; i = inactive; ? = inconclusive; nt = no result given; + = active, no number; [ ] = another dose, or the depositor's remark. Rule as the data show it, unless noted: active = inhibition above about 50%; inactive = the rest.

SMILES	Myeloid diff 2	Myeloid diff 2 GFP+ MAC1+ %	KOR beta-arrestin-1	KOR beta-arrestin-2	GPR55 activation	HIV fusion peptide	NOD1 NF-kB reporter	HEK293 NOD2/NF-kB	GPR55 antagonists	GPR35 arrestin U2OS
Cc1c(C)c(C)c(S(=O)(=O)NCCc2ccccn2)c(C)c1C	nt	nt	-2.3%	8%	-0.1%	-0.5%	-26%	21%	21%	4%
Cc1ccc(CNC(=O)C2CCC(=O)N(CCc3ccccn3)C2)s1 (stereo unspecified)	i	4.6	-1.6%	-12%	-0.1%	-0.8%	-38%	-3%	4%	0%
N/C(=N\OC(=O)CCCN1C(=O)c2ccccc2C1=O)c1ccc(Cl)cc1	i	0.7	1.2%	-12%	-2.3%	-1.1%	-13%	-6%	0%	2%
NS(=O)(=O)c1ccc(CNC(=O)c2scc3c2CCCC3)cc1	i	0.4	2.7%	-20%	0.6%	-0.4%	-34%	21%	22%	2%
CC(C)CCOc1ccc(C2(C)NC(=O)N(CN3CCOCC3)C2=O)cc1 (stereo unspecified)	i	1.5	-2.7%	-12%	-0.1%	2.7%	10%	-1%	12%	-2%
N/C(=N\OS(=O)(=O)c1ccccc1)c1ccccn1	i	0.4	-0.2%	-11%	16%	2.7%	-16%	1%	16%	3%
CCC(=O)c1ccc(OCC(O)CN2CCN(c3ccccn3)CC2)cc1 (stereo unspecified)	i	0.6	-3.8%	-22%[20 µM]	-0.1%	-1.1%	-8%	7%	-18%	1%
CCN(Cc1ccncc1)Cc1ccc(OC)cc1OC	i	0.8	-2.9%	-10%[20 µM]	-0.2%	0.4%	13%	-13%	13%	14%
Cc1cc(NC(=O)c2sc(Nc3ccc(F)cc3)nc2N)no1	i	0.5	0.8%	3%	-0.5%	-1.5%	-52%	-4%	-30%	-8%
O=S(=O)(NCCNS(=O)(=O)c1ccc(F)cc1)c1ccc(F)cc1	i	5.8	0.3%	-32%	-0.1%	0.6%	2%	9%	12%	8%
COc1cc(NS(=O)(=O)c2ccc(NC(=S)NC(=O)c3sc4ccccc4c3Cl)cc2)ncn1	i	0.6	-2.5%	-1%	-0.4%	3.7%	4%	13%	23%	-14%
CC(=C/C(=O)O)/C=C/c1ccc([N+](=O)[O-])cc1	i	0.6	-7.8%	24%	0.5%	1.3%	39%	-11%	3%	12%
N#Cc1ccc(C23CC4(C2)[C@H](CN(CC2CCCCC2)[C@@H]4c2ccccc2)C3c2ccc(Cl)nc2)cc1 (stereo partly specified)	i	0.3	1.8%	-1%	-0.1%	1.6%	-6%	-21%	10%	2%
CCOc1ccc(NS(=O)(=O)CC23CCC(CC2=O)C3(C)C)cc1 (stereo unspecified)	i	1.6	-3.3%	-49%	-0.2%	-0.7%	12%	11%	-6%	-3%
Cc1c([N+](=O)[O-])c(C/C=N/O)nn1C	i	0.8	3.8%	-17%	-0.1%	-0.9%	4%	-3%	11%	11%
COc1ccc(OCC(O)Cn2ccnc2C)cc1 (stereo unspecified)	i	0.5	-0.1%	0%	-0.4%	0.3%	-20%	10%	-1%	1%
O=C(CCSCc1ccccc1Cl)NC1CCCC1	i	3.9	0.3%	6%	0.8%	1.6%	-32%	-46%	15%	-1%
CCOC(=O)CCc1c(C)c2ccc3c(c2oc1=O)CN(CCCO)CO3	i	0.9	-4.5%	0%	0.0%	-3.7%	0%	19%	1%	8%
CCOc1ccc(N2CC(C(=O)NCCc3c[nH]c4ccc(C)cc34)CC2=O)cc1 (stereo unspecified)	i	0.9	-2.8%	-2%	-0.4%	3.7%	-45%	-16%	14%	14%
CCNC(=O)C1CCN(S(=O)(=O)c2ccc(F)cc2)CC1	i	0.6	-2.5%	0%	0.3%	-1.5%	-5%	2%	15%	-10%
CN1CCN(c2ccc(CNS(=O)(=O)c3ccc(F)cc3Cl)cc2)CC1	i	0.6	2.6%	20%	0.7%	-0.2%	-39%	-9%	11%	-14%
Cc1ccc(N2C(=O)CN(Cc3ccccc3)C2=S)cc1C	i	0.9	-4.0%	-7%	-0.1%	-0.9%	-2%	18%	8%	1%
CCOC(=O)C1CCCN(C2CC(=O)N(c3ccc(N4C(=O)CC(N5CCCC(C(=O)OCC)C5)C4=O)cc3)C2=O)C1 (stereo unspecified)	i	0.0	-4.7%	17%	-0.1%	-1.0%	-23%	0%	1%	-18%
Cn1c(=O)oc2cc(S(=O)(=O)Nc3ccc4c(c3)OCCO4)ccc21	i	2.4	6.5%	-32%	-0.1%	14%	-10%	6%	-20%	6%
CCN(CC(=O)NCc1ccc(F)cc1)C(=O)CN1CCN(c2ccc(OC)cc2)CC1	i	0.7	-6.3%	40%	0.0%	-2.8%	5%	-26%	10%	-5%
CC(=O)c1ccc(NC(=S)Nc2ccc3[nH]c(=O)[nH]c3c2)cc1	i	0.4	4.5%	-14%	0.9%	0.0%	-37%	11%	-9%	-6%
CCC(NC(=O)c1ccccc1NC(=O)c1ccco1)C(=O)O (stereo unspecified)	i	0.4	3.7%	6%	-0.2%	-1.0%	-17%	-5%	7%	20%
COC(=O)C(CC(C)C)N1CCC(=O)c2ccccc2S1(=O)=O (stereo unspecified)	i	3.0	6.4%	2%	0.0%	0.6%	-2%	10%	3%	-6%
CCC(C)NC(=O)CSc1nc2c(sc3ccccc32)c(=O)n1CCCN1CCOCC1 (stereo unspecified)	i	0.4	2.1%	18%	-0.1%	-1.7%	5%	-7%	10%	7%
O=C1CCN(Cc2ccccc2)CCN1[C@H](CO)Cc1ccccc1	i	0.9	-2.3%	-29%[20 µM]	0.4%	0.5%	-14%	-10%	-1%	2%
Cc1cccn2c(=O)c3cc(C(=O)NC4CCCC4)n(C)c3nc12	?	nt	9.7%	-44%	-0.1%	-1.3%	-6%	6%	-7%	15%
COc1ccc(-c2ccc(SCC(=O)N3CC(=O)Nc4ccccc43)nn2)cc1	i	0.3	-5.8%	-3%	0.1%	2.1%	-24%	5%	1%	11%
CCCCCCCCS(=O)c1sc2nc(C)cc(C)c2c1N (stereo unspecified)	i	1.1	-1.3%	0%	-0.1%	0.3%	11%	16%	8%	-10%
CC(C)c1cc(CN2CCN(CCC#N)CC2)cc(C(C)C)c1O	i	0.9	1.3%	9%	-0.1%	-2.4%	0%	15%	41%	18%
Cc1ccc([N+](=O)[O-])cc1S(=O)(=O)Nc1ccc(C(=O)N(C)C)cc1	i	0.3	-6.4%	-2%	-0.2%	-0.4%	-21%	0%	1%	4%
COc1cccc(/C=C/C(=O)Nc2ccc3c(c2)OCCO3)c1OC	i	0.3	-1.0%	2%	0.2%	-0.9%	-24%	-93%	5%	-9%
COCCCNC(=O)c1ccc(CS(=O)(=O)Cc2cccc(C)c2)o1	i	0.5	1.6%	-14%	-0.2%	0.7%	-43%	-3%	13%	-8%
O=C(CNC(=O)c1ccccc1)OC(C(=O)Nc1cc(C(F)(F)F)ccc1Cl)c1ccccc1 (stereo unspecified)	i	0.2	-5.3%	-13%	0.4%	0.1%	-17%	5%	-8%	-3%
COc1ccc(Oc2cc(C)c3ccccc3n2)cc1	i	1.8	-4.2%	13%	0.3%	2.5%	2%	-2%	0%	4%
CC1(C)CC(=O)C(N=Nc2cccnc2)=C(O)C1	i	0.7	5.3%	3%	-0.1%	-1.2%	-7%	7%	6%	9%

Some of these compounds in order of their number in HIV fusion peptide, low to high.
smiles	HIV fusion peptide
CCCCCCCCS(=O)c1sc2nc(C)cc(C)c2c1N (stereo unspecified)	0.3%
CC(C)CCOc1ccc(C2(C)NC(=O)N(CN3CCOCC3)C2=O)cc1 (stereo unspecified)	2.7%
CCOc1ccc(N2CC(C(=O)NCCc3c[nH]c4ccc(C)cc34)CC2=O)cc1 (stereo unspecified)	3.7%

Going on with the list.
SMILES	Myeloid diff 2	Myeloid diff 2 GFP+ MAC1+ %	KOR beta-arrestin-1	KOR beta-arrestin-2	GPR55 activation	HIV fusion peptide	NOD1 NF-kB reporter	HEK293 NOD2/NF-kB	GPR55 antagonists	GPR35 arrestin U2OS
Cc1cccc(COC(=O)C(Cc2ccccc2)NC(N)=O)c1 (stereo unspecified)	i	1.4	-5.3%	1%	0.3%	1.9%	-10%	11%	-22%	7%
Cc1cccc(S(=O)(=O)NCCc2ccccc2)c1	i	0.6	-7.2%	4%	0.0%	-1.4%	-22%	2%	17%	-10%
CC(=O)N(C)c1ccc(OCC(O)CN(c2ccccc2C)S(=O)(=O)c2ccc(C)cc2)cc1 (stereo unspecified)	i	0.6	-0.9%	6%	0.0%	0.7%	-23%	26%	-1%	-11%
CCC(=O)Nc1ccc(Nc2nc(Cl)nc(Nc3ccc(NC(=O)CC)cc3)n2)cc1	i	0.3	6.1%	-22%	-0.2%	0.3%	-35%	-12%	-1%	-19%
COC(=O)c1ccc(CSc2nc3cc(Cl)ccc3s2)o1	i	1.2	0.4%	-8%	-0.3%	0.2%	nt	-19%	24%	1%
NC(=O)CC(NC(=O)Cc1cccc2ccccc12)c1ccc(NCCOc2ccccc2)c([N+](=O)[O-])c1 (stereo unspecified)	i	1.4	-2.9%	30%	-0.1%	3.7%	-4%	-14%	4%	2%
CCNc1oc(-c2ccc(OC)cc2)nc1S(=O)(=O)c1ccc(Br)cc1	i	0.5	3.7%	-52%	0.7%	-0.3%	-25%	-9%	-2%	-1%
O=C(CSc1nnc([C@@H]2CCCN2)o1)c1ccc(Cl)cc1	i	1.2	1.9%	21%	0.3%	-2.2%	-10%	9%	-7%	11%
CCc1nc2cc(C)nn2c2nc3ccccc3n12	i	0.5	12%	2%	0.1%	2.0%	-3%	3%	13%	-7%
CC(C)N1CCc2c(sc(NC(=O)CCS(=O)(=O)c3ccccc3)c2C#N)C1	?	nt	5.5%	-26%	-0.1%	-1.9%	17%	13%	8%	-16%
OCCC1CN(Cc2cccc3c2OCO3)CCN1Cc1ccccc1 (stereo unspecified)	i	0.1	3.6%	-10%	-0.1%	-0.6%	-7%	3%	9%	2%
N#CC(C(=O)NCc1ccccc1)c1nc2ccccc2nc1N1CCCC1 (stereo unspecified)	+	2.6*	-3.4%	14%	-0.1%	-0.5%	14%	26%	10%	-14%
CC(C)C(=O)NCCn1ccc2ccccc21	i	1.7	-2.7%	10%	-0.1%	0.4%	0%	8%	9%	-2%

Bioassay records from PubChem.

An excerpt; rates above refer to the full screens.
